Screens deposited in PubChem by National Center for Advancing Translational Sciences (NCATS).
aGlu spleen mod = inhibitors or activators of human alpha-glucosidase in spleen homogenate; P10253; human spleen homogenate, 4-MU-alpha-glucoside fluorescence; Potency, µM (series often up to 79.9 µM), without a hit: at the highest dose activity change, negative = inhibition, most hits filed as inhibitors; 240,000 tested, 0.006% active; AID 2112;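 further: potency means the concentration at half of the fitted maximal effect; 0% = enzyme with vehicle and -100% = no enzyme basal signal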
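Human spleen homogenate (1 ug) with 4-methylumbelliferyl-alpha-D-glucopyranoside (1 mM final) in 50 mM citrate/phosphate pH 5.0, 0.01% Tween-20; 40 min at 37 C. Stopped at pH 10; 4-MU fluorescence Ex 365/Em 440 nm; AC50 by Hill fit.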
CBFb-RUNX1 inh = inhibitors of human CBF-beta and RUNX1 interaction | Q01196+Q13951 | AlphaScreen CBFb-His/RUNX1-biotin binding, biochemical | Potency, µM (series often up to 59.8 µM), for the others: top-dose activity, negative = inhibition, actives largely listed as inhibitors | 230,000 tested, under 10 active | AID 1477; further: % of control where 0% means no effect
Target sequence (Q01196 whole entry, looked up): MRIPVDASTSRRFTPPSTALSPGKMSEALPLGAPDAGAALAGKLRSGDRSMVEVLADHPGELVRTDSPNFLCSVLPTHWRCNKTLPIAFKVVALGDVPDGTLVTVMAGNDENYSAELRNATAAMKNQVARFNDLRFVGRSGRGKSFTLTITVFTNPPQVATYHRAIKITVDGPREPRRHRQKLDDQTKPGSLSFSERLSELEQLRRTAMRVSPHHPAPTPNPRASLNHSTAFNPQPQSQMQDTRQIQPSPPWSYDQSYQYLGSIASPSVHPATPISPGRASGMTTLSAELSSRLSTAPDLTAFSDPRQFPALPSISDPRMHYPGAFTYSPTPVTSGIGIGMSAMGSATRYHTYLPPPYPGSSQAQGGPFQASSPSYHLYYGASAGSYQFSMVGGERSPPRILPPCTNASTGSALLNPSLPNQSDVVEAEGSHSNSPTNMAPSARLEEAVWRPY
Target sequence (Q13951 whole entry, looked up): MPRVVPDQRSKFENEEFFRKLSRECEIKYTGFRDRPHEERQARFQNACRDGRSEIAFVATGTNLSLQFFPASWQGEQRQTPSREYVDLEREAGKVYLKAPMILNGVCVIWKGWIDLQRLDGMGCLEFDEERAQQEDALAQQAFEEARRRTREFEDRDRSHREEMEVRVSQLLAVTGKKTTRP
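Inhibition was taken as any reduction in AlphaScreen signal from the CBF-beta–RUNX1 pair (His and biotin tags, 30 nM each), measured after compound (15 min) and bead (90 min) incubations at room temperature.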
HTT ATP protect = cytoprotection in Huntington HTT-Q103 PC12 cell model; PC12 HTT-Q103 induced, cytoprotection, ATP luminescence, 40 h; Potency, µM (top dose mostly 56.4 µM), for the others: cytoprotection (ATP increase), actives largely listed as activators; 230,000 tested, 0.14% active;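 further: potency means the concentration at half of the fitted maximal effect; % of control where 0% means no effect; nearly all actives have a fitted effect of over 45% in size; toxic huntingtin expression switched on by the ecdysone agonist tebufenozide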
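Compounds were screened for protection of PC12 cells against cell death after tebufenozide induction (100 nM final) of mutant Huntingtin exon 1 (Q103) fused to GFP.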
GAA inhib = alpha-glucosidase (human) inhibition; P10253; purified human GAA, 4-MU-alpha-glucoside fluorescence; Potency, µM (doses to about 76.9 µM), for inactives: at the top dose activity change, negative = inhibition, hits mostly inhibitors; 200,000 tested, 0.005% active; AID 1466;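 further: potency means the concentration at half of the fitted maximal effect; plate controls were uninhibited enzyme wells for no effect and no-enzyme background for full effect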
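Fluorogenic assay: 4 nM human alpha-glucosidase with 400 uM 4-methylumbelliferyl-alpha-D-pyranoside in 50 mM citrate/phosphate, 0.005% Tween-20, pH 5.0, 20 min at room temperature. Compounds tested up to 77 uM; AC50 from Hill fits.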
Lamin A splicing = LMNA splicing modulation; HeLa LMNA splicing GFP/RFP minigene ratio, 48 h; Potency, µM (highest dose often 46.1 µM), for inactives: at the highest dose ratio change, negative = inhibition, most hits filed as inhibitors; 200,000 tested, 0.01% active; AID 1487; active means well fitted inhibition curve with a large enough effect in the signal ratio, with a control signal flat, not every such curve was filed as active; inconclusive means small, poorly fitted or top-dose-only effect, or effect the other way, or a change in a side signal; the % refers to the signal ratio; further: potency means the concentration at half of the fitted maximal effect; on the % scale 0 is the no-effect control and ±100 the full control effect
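S3 HeLa cells stably expressing lamin A-EGFP splicing minigene plus DsRed2, 600 cells/well, 48 h compound exposure at 37C. Laser-scanning cytometry; analysed as GFP (500-530 nm)/RFP (575-640 nm) total intensity ratio; 0.5% DMSO vehicle.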
GAA glycogen mod = alters human alpha-glucosidase cleavage of glycogen; P10253; recombinant GAA, glycogen substrate, Amplex Red glucose oxidase fluorescence; Potency, µM (highest dose often 76.4 µM), without a hit: at the highest dose activity change, negative = inhibition, hits mostly inhibitors; 300,000 tested, 0.38% active; AID 2100;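 further: potency means the concentration at half of the fitted maximal effect; 0% = full enzyme reaction and -100% = no-enzyme basal signal; the screen sought inhibitors and activators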
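Natural-substrate format: glycogen cleavage by 4 nM human enzyme, glucose read by Amplex Red coupling (Ex 573, Em 610 nm). Normalized to enzyme and no-enzyme controls.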
HttQ103 aggreg = inhibitors of mutant huntingtin aggregate formation in PC12 cells; PC12 HttQ103-GFP aggregates, Acumen cytometry, 40 h; Potency, µM (series often up to 46.1 µM), without a hit: top-dose activity change, negative = inhibition, usual class: inhibitors; 220,000 tested, 1.1% active; AID 1688; further: potency means the concentration at half of the fitted maximal effect; on the % scale 0 is the no-effect control and ±100 the full control effect; nearly all actives have a fitted effect of over 60% in size
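Inducible Q103 Huntingtin exon 1–GFP PC12 line, 1500 cells/well in phenol red free DMEM with 5% equine and 5% calf serum. Tebufenozide 100 nM induced expression; compounds titrated; aggregates quantified by cytometry.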
* hit, by the source's call; [ ] = dose if it differs, or a comment. Unless noted, the call rests on the fitted dose curve; in most records, active means well fitted curve in the direction sought with a large enough effect; inconclusive means small, poorly fitted or top-dose-only effect, or another doubt; inactive means no such curve, though single readings can be large; an effect the other way counts as inactive or inconclusive.

How did CCOC(=O)c1sc(NC(=S)NC(=O)c2cccc(Cl)c2)c(C(=O)OCC)c1C do in these assays?
aGlu spleen mod: -6%; CBFb-RUNX1 inh: 1%; HTT ATP protect: -28%[10 µM]; GAA inhib: -6%; Lamin A splicing: -5%; GAA glycogen mod: 3%; HttQ103 aggreg: -14%

Results for Cc1cc(NC(=O)CSc2nc(N)c(NC(=O)c3ccco3)c(=O)[nH]2)no1 ?
aGlu spleen mod: -3%; CBFb-RUNX1 inh: 5%; HTT ATP protect: 7%[10 µM]; GAA glycogen mod: 6%; HttQ103 aggreg: 5%[9.22 µM]

What do the screens show for `COc1ccc(Oc2ncc3nc(-c4cccc(C#N)c4)c(=O)n(C)c3n2)cc1`?
aGlu spleen mod: -5%; HTT ATP protect: inconclusive; Lamin A splicing: 4%

What do the screens show for `COC(=O)C1C2C=CC3(CN(CC4CCCO4)C(=O)C13)O2` (centres undefined)?
aGlu spleen mod: -4%; CBFb-RUNX1 inh: 5%; HTT ATP protect: -23%[10 µM]; GAA inhib: -2%; Lamin A splicing: -6%; GAA glycogen mod: 2%; HttQ103 aggreg: 8%

What do the screens show for `O=C(CSc1cccc2cccnc12)N/N=C/c1cccnc1`?
aGlu spleen mod: -6%; HTT ATP protect: 18%; GAA inhib: 1%; GAA glycogen mod: 4%; HttQ103 aggreg: inconclusive

How did NC(=O)C1(N2CCCCC2)CCN(C(=S)Nc2ccccc2)CC1 do in these assays?
aGlu spleen mod: 4%; CBFb-RUNX1 inh: -1%; HTT ATP protect: -11%[10 µM]; GAA inhib: 3%; Lamin A splicing: -8%; GAA glycogen mod: -8%; HttQ103 aggreg: -5%

Results for CC(=O)N1CCc2cc(S(=O)(=O)NCCC(=O)N3CCc4ccccc4C3)ccc21 ?
aGlu spleen mod: -3%; CBFb-RUNX1 inh: 6%; HTT ATP protect: -6%; GAA inhib: 6%; Lamin A splicing: inconclusive; GAA glycogen mod: -10%; HttQ103 aggreg: inconclusive

What do the screens show for `CC(=O)N1C(C)c2ccccc2C(C)(C)CC12CCCCC2` (centres undefined)?
aGlu spleen mod: -2%; CBFb-RUNX1 inh: -5%; HTT ATP protect: -4%[10 µM]; GAA inhib: inconclusive; Lamin A splicing: -5%; GAA glycogen mod: 6%; HttQ103 aggreg: 16%

What do the screens show for `COc1ccc(CNc2ccnc(-c3ccc(N(C)C)cc3)n2)c(OC)c1`?
aGlu spleen mod: 2%; HTT ATP protect: -80%[inhibitor]; Lamin A splicing: inconclusive

Results for COc1ncc2nc(-c3ccc(F)cc3)c(=O)n(CCc3ccccc3)c2n1 ?
aGlu spleen mod: -9%; HTT ATP protect: -4%; Lamin A splicing: 6%

What do the screens show for `COc1ccc(S(=O)(=O)N(C)C)cc1NC(=O)Cc1cccs1`?
aGlu spleen mod: 2%; CBFb-RUNX1 inh: -3%; GAA inhib: -9%; GAA glycogen mod: 4%; HttQ103 aggreg: 22%

Results for CCCC(CCC)=NNC(=O)c1ccccc1F ?
aGlu spleen mod: -3%; CBFb-RUNX1 inh: 5%; HTT ATP protect: -67%[inhibitor]; GAA inhib: -1%; Lamin A splicing: 9%[46 µM]; GAA glycogen mod: -1%; HttQ103 aggreg: 8%

What do the screens show for `COc1ccc(C2OC(=O)CC2C(=O)NCc2ccc(F)cc2)cc1OC` (centres undefined)?
aGlu spleen mod: -2%; CBFb-RUNX1 inh: 2%; HTT ATP protect: -33%[inhibitor]; GAA inhib: 3%; Lamin A splicing: 20%[9.22 µM]; GAA glycogen mod: 1%; HttQ103 aggreg: -8%

Results for O=C(CCc1nc2ccccc2c(=O)[nH]1)OCC(=O)c1ccc(C2CCCCC2)cc1 ?
aGlu spleen mod: 4%; CBFb-RUNX1 inh: 5%; HTT ATP protect: -2%[10 µM]; GAA inhib: -4%; Lamin A splicing: 6%; GAA glycogen mod: 6%; HttQ103 aggreg: 1%

Results for CCC(=O)N1CCc2cc(Br)cc(S(=O)(=O)CC(=O)OC)c21 ?
aGlu spleen mod: 4%; CBFb-RUNX1 inh: 2%; HTT ATP protect: -30%; GAA inhib: inconclusive; Lamin A splicing: 10%; GAA glycogen mod: -29%; HttQ103 aggreg: 16%

What do the screens show for `COc1cc(-c2ccc(NC(=O)NC3CC3)c(OC)c2)ccc1NC(=O)NC1CC1`?
aGlu spleen mod: -5%; CBFb-RUNX1 inh: 0%; HTT ATP protect: -9%[10 µM]; GAA inhib: 4%; Lamin A splicing: inconclusive; GAA glycogen mod: 16%; HttQ103 aggreg: -3%[9.22 µM]

How did CCCc1nc2ccc(NC(=O)NCCC(=O)OCC)cc2c(=O)n1Cc1ccc(Cl)cc1 do in these assays?
aGlu spleen mod: -1%; CBFb-RUNX1 inh: 4%; HTT ATP protect: -12%[1.9 µM]; GAA inhib: -3%; Lamin A splicing: -4%; GAA glycogen mod: 6%; HttQ103 aggreg: 1%

What do the screens show for `S=C(Nc1cccc(Br)c1)c1ccccc1`?
aGlu spleen mod: 0%; CBFb-RUNX1 inh: inconclusive; GAA inhib: -12%; Lamin A splicing: inconclusive; GAA glycogen mod: 1%; HttQ103 aggreg: -11%

What do the screens show for `O=C1CN(C(=S)NC(=O)c2ccc(-c3ccccc3)cc2)CCN1`?
aGlu spleen mod: -7%; CBFb-RUNX1 inh: -1%; HTT ATP protect: -49%[inhibitor]; GAA inhib: -1%; Lamin A splicing: -20%[46 µM]; GAA glycogen mod: -11%; HttQ103 aggreg: 15%

How did Cc1ccc(-c2nnn3c2nc(Cl)c2ccccc23)cc1 do in these assays?
aGlu spleen mod: 2%; CBFb-RUNX1 inh: 16%; HTT ATP protect: -84%[inhibitor]; GAA inhib: -1%; Lamin A splicing: -12%[9.22 µM]; GAA glycogen mod: 9%; HttQ103 aggreg: -17%

How did O=C(O)C1C2C=CC(C2)C1C(=O)NCc1cccnc1 (centres undefined) do in these assays?
aGlu spleen mod: 1%; CBFb-RUNX1 inh: 2%; HTT ATP protect: -1%[10 µM]; GAA inhib: -2%; Lamin A splicing: -11%; GAA glycogen mod: 3%; HttQ103 aggreg: -17%

How did Cc1ccc(CN2C(=O)CCC2C(=O)NCCN2CCN(c3cccc(Cl)c3)CC2)cc1 (centres undefined) do in these assays?
aGlu spleen mod: 6%; CBFb-RUNX1 inh: 4%; HTT ATP protect: 6%[10 µM]; GAA inhib: -1%; GAA glycogen mod: 6%; HttQ103 aggreg: 13%[9.22 µM]

Results for Cc1c(Nc2ncnc3c2cnn3-c2ccccc2)c(=O)n(-c2ccccc2)n1C ?
aGlu spleen mod: 1%; CBFb-RUNX1 inh: 9%; HTT ATP protect: -7%[0.074 µM]; GAA inhib: inconclusive; Lamin A splicing: -14%; GAA glycogen mod: 4%; HttQ103 aggreg: -10%

Results for COc1ccc(/C=C/C(=O)N/C(=C\c2ccco2)C(=O)NCCc2nc3ccccc3[nH]2)cc1 ?
aGlu spleen mod: -6%; CBFb-RUNX1 inh: -9%; HTT ATP protect: 2%[10 µM]; GAA inhib: 2%; Lamin A splicing: -22%; GAA glycogen mod: -9%; HttQ103 aggreg: 7%

What do the screens show for `CCCCN(C)CCn1c(=S)[nH]c2ccc(N3CCOCC3)cc2c1=O`?
aGlu spleen mod: -2%; CBFb-RUNX1 inh: 2%; HTT ATP protect: 41%; GAA inhib: -9%; Lamin A splicing: 6%; GAA glycogen mod: -14%; HttQ103 aggreg: -20%

Results for NS(=O)(=O)c1ccc(NC(=O)CN2CCN(Cc3ccccc3)CC2)cc1 ?
aGlu spleen mod: 1%; CBFb-RUNX1 inh: 4%; HTT ATP protect: -5%; GAA inhib: -7%; Lamin A splicing: -2%; GAA glycogen mod: -1%; HttQ103 aggreg: -14%

What do the screens show for `CC(=O)c1nnn(-c2ccccc2C#N)c1C`?
aGlu spleen mod: 11%; CBFb-RUNX1 inh: 1%; HTT ATP protect: -5%[10 µM]; GAA inhib: 3%; GAA glycogen mod: -6%; HttQ103 aggreg: 16%[9.22 µM]

What do the screens show for `CN(CC(=O)Nc1cccc2ccccc12)C(=O)c1cccc(S(=O)(=O)N(C)C)c1`?
aGlu spleen mod: 4%; CBFb-RUNX1 inh: 2%; HTT ATP protect: 16%[10 µM]; GAA glycogen mod: 0%; HttQ103 aggreg: 15%[9.22 µM]

What do the screens show for `CCn1c(COc2ccccc2)nnc1SCC(=O)Nc1ccc2c(c1)OCCO2`?
aGlu spleen mod: 1%; CBFb-RUNX1 inh: 4%; HTT ATP protect: 11%; GAA inhib: -10%; Lamin A splicing: -19%; GAA glycogen mod: 3%; HttQ103 aggreg: 2%

How did COc1cc(OC)cc(C(=O)N(CCCN2C(=O)c3cccc4cccc(c34)C2=O)c2cccc(OC)c2)c1 do in these assays?
aGlu spleen mod: 2%; CBFb-RUNX1 inh: -4%; HTT ATP protect: -10%[10 µM]; GAA inhib: -5%; Lamin A splicing: -14%; GAA glycogen mod: 11%; HttQ103 aggreg: 9%

What do the screens show for `CCOC(=O)c1ccc2[nH]c(C)cc(=O)c2c1`?
aGlu spleen mod: 3%; CBFb-RUNX1 inh: -5%; HTT ATP protect: -2%; GAA inhib: -1%; Lamin A splicing: 8%; GAA glycogen mod: 3%; HttQ103 aggreg: -2%[9.22 µM]

How did CCCCn1c(SCC(=O)N(C)C)nnc1-c1ccncc1 do in these assays?
aGlu spleen mod: -4%; CBFb-RUNX1 inh: 0%; HTT ATP protect: 14%[10 µM]; GAA inhib: -4%; GAA glycogen mod: -4%; HttQ103 aggreg: 14%[9.22 µM]

Results for O=C(/C=C/c1cccc([N+](=O)[O-])c1)NCCSCc1ccc(Cl)cc1Cl ?
aGlu spleen mod: 0%; CBFb-RUNX1 inh: -19%; HTT ATP protect: -3%[10 µM]; GAA inhib: -11%; Lamin A splicing: inconclusive; GAA glycogen mod: -8%; HttQ103 aggreg: -3%

How did COc1cccc(NC(=O)CSc2nnc(Cc3cccs3)n2-c2ccc(C)cc2)c1 do in these assays?
aGlu spleen mod: -3%; CBFb-RUNX1 inh: 0%; HTT ATP protect: -22%; GAA inhib: inconclusive; Lamin A splicing: inconclusive; GAA glycogen mod: -16%; HttQ103 aggreg: 13%
